Wnt act – activators of Wnt/beta-catenin signaling; AID 743398; activation, % at 9.35 µM; Wnt/beta-catenin reporter cell assay, activator, plate reader; 1.2% of 300,000 active; in the data active means activation above about 30%, passing the limit was not always enough; inconclusive means no clear call, values can overlap the other calls;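 further: 0% = neutral control wells and 100% = positive control wells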
Tat export inh – E. coli Tat transport inhibition; E. coli MC4100 TorA-mCherry Tat export, fluorescence; inhibition, % at 10 µM; 0.036% of 340,000 active; AID 488895;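 active means mean replicate inhibition at least 50% and at least half of replicates individually reaching 50%; inconclusive means only one of the two criteria met; inactive means neither criterion met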;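 further: exported cargo escapes ClpAP degradation while cytoplasmic cargo is degraded and loses fluorescence; 0% = median of neutral control wells and 100% = median of NaSCN control wells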
dFosB act – enhances mouse delta FosB homodimer DNA binding | P13346 | purified delta FosB, TAMRA-CDK5 oligo fluorescence polarization; percent of positive-control signal above neutral wells | activation, % at 25 µM | 0.99% of 340,000 active | AID 493131;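 active means mean activation above about 17%, with every replicate also reaching it, limit read from the data, passing the limit was not always enough; inconclusive means only one of the two conditions met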;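 further: fluorescence polarization rise as delta FosB binds a TAMRA Cdk5 AP-1 oligo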
Target sequence (P13346 whole entry, looked up): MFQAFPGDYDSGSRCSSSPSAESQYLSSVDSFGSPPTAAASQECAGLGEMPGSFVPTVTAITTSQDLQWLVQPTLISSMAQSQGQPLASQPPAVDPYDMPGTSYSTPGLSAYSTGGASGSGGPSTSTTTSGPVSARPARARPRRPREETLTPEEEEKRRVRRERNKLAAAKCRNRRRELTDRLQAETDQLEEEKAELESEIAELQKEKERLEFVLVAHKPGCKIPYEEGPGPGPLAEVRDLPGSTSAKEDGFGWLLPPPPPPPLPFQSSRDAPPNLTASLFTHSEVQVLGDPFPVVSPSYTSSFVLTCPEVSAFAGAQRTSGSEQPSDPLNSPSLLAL
CAL PDZ FP-1 – CAL PDZ (human) peptide binding inhibition; Q9HD26; purified CAL PDZ, TMR-peptide fluorescence polarization, 1 h; inhibition, % at 24.9 µM; 0.92% of 300,000 active; AID 602252;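 active means mean inhibition of at least 30% with at least half of replicates also reaching 30%; inconclusive means no clear call, values can overlap the other calls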;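 further: 0% = DMSO neutral control and 100% = excess unlabeled competitor peptide PRC23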
Rtt109 HAT inh – inhibitors of Candida albicans Rtt109/Vps75 histone acetyltransferase; purified Rtt109/Vps75, ThioGlo CoA-SH fluorescence, 4 h; inhibition, % at 34.9 µM; 0.16% of 330,000 active; AID 540336;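 active means inhibition of at least 50% in every replicate; inconclusive means best replicate reaches 50% inhibition but some replicates fall short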
CAL PDZ FP-2 – inhibitors of human CAL PDZ peptide binding. Q9HD26. purified CAL PDZ, TMR-peptide fluorescence polarization, 1 h. inhibition, % at 20 µM. 0.02% of 330,000 active. AID 504414;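 active means highest replicate inhibition of at least 40%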;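 further: plate controls were DMSO neutral control wells for no effect and unlabeled competitor peptide control wells for full effect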
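material = purified tagged CAL PDZ domain construct (CerCALP) | buffer or medium = sodium phosphate/NaCl buffer pH 7.4 with TCEP, IgG, Thesit | reagent = TMR-labelled reporter peptide T*-PRC34 bound in PDZ groove | incubation = 1 h room-temperature incubation prior to read | measured by = fluorescence polarization (mP) | evaluation = percent inhibition from loss of millipolarization | control set = unlabelled peptide and DMSO controls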
RTF Ca sens act – cardiac RTF calcium sensitization; P19429+P45379; IANBD-labeled TnC RTF fluorescence at EC20 calcium; 0% EC20 calcium, 100% full calcium; activation, % at 7.2 µM; 0.24% of 340,000 active;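 active means activation above the mean over all tested compounds plus 3 SD, cut at about 30% in these data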;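 further: rise in fluorescence read as greater calcium sensitivity of cardiac thin filaments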
V-ATPase pHluor – regulators of yeast V-ATPase proton transport; 0.37% of 350,000 active; response, % at 10 µM; S. cerevisiae, pHLuorin cytosolic pH fluorescence; in the data active means response mostly above about 7.3%, no sharp cut-off; inactive means mostly below about 5.4%; further: actives read high; inactives centre near 0; some compounds called inactive have numbers as strong as hits
CDK5 inh – CDK5/p35 (human) kinase inhibition | AID 488839 | inhibition, % at 10 µM | Recombinant CDK5/p35, ADP-Glo luminescence, 60 min | 0.01% of 330,000 active;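 active means highest replicate inhibition of at least 50% and at least 75% of replicates reaching 50%; inconclusive means only one of the two criteria met; inactive means both criteria failed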;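 further: plate controls were DMSO neutral control for no effect and GW8510 at 10 µM for full effect; many of its hits are not listed in these tables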
Target sequence (Q00535 whole entry, looked up): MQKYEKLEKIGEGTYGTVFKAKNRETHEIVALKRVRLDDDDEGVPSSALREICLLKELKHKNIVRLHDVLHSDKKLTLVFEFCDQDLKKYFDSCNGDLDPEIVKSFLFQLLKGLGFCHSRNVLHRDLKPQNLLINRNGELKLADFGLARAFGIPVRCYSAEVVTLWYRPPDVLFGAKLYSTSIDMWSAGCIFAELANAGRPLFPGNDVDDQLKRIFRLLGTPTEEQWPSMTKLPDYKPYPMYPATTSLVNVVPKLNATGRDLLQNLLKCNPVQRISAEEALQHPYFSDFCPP
Target sequence (Q15078 whole entry, looked up): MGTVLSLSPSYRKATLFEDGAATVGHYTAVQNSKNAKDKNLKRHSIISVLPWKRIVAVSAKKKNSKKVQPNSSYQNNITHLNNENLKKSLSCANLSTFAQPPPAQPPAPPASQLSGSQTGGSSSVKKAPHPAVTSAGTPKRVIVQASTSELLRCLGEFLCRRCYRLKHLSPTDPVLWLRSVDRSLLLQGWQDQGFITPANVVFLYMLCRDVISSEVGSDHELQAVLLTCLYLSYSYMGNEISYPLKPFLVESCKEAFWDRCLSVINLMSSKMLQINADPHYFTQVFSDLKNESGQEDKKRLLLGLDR
MITF act – MITF TRPM1 promoter activation in melanoma cells. activation, % at 12.5 µM. AID 588334. 0.75% of 300,000 active. SK-MEL-5 TRPM1-promoter luciferase, 24 h; % of positive control, neutral wells = 0;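 active means mean activation of at least 80% with every replicate also reaching 80%; inconclusive means mean reaches 80% but some replicate falls short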;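 further: 0% = neutral control wells and 100% = parthenolide positive control wells; values of inactives mirror those of a sister screen read the other way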
The depositor's hits bear a star; u = inconclusive; x = no result given. Hits appear at their usual frequency, and some 4.1% of all compounds hit somewhere here.

Screens in order – dFosB act	CDK5 inh	V-ATPase pHluor	Tat export inh	Wnt act	MITF act	RTF Ca sens act	CAL PDZ FP-1	Rtt109 HAT inh	CAL PDZ FP-2
1	CCOc1nc(C)cc(C)c1S(=O)(=O)c1ccc(Cl)cc1
→ -6	0.9	-1	-1	-3	-1	-4	-4	8	-1.6
2	CC(C)(C)NC(=O)/C=C/c1cccs1
→ -1	-1.2	0	0	0	0	-3	x	-6	-0.2
3	COc1cccc(C2Nc3ccccc3C(=O)N2O)c1O (configuration not stated)
→ 5	-0.5	0	-18	x	2	0	-2	12	x
4	CCN1C[C@@H]2[C@@H]3C(=O)N(Cc4ccccc4)C(=O)[C@@H]3[C@](Cc3ccccc3)(C1=O)N2C(=O)c1ccccc1
→ -15	-2.7	-1	-9	-3	6	0	-3	-1	0.0
5	Cc1cc(OC(=O)c2cccc([N+](=O)[O-])c2)c(C)cc1CN1CCOCC1
→ -10	-1.1	2	3	-4	-6	1	x	2	-0.8
6	FC(F)(F)c1ccc2c(c1)n(Cc1ccccc1)c1[n+]2CCCCC1
→ -5	0.8	0	-5	0	-10	7	-7	6	-2.8
7	CCOC(=O)c1sc(NC(=O)c2ccc(OC)cc2)nc1C
→ -7	-2.5	2	-18	7	22	-3	2	-8	-0.1
8	CN(c1ccccc1C(=O)Nc1ccccc1-c1ccccc1)S(C)(=O)=O
→ -5	-0.5	-1	3	1	-5	1	-5	7	-0.4
9	S=C(NCCCN1CCOCC1)Nc1ccc(Cl)c(Cl)c1
→ -3	-1.2	-1	-1	2	-6	1	2	5	-0.7
10	COc1cccc(-c2ccc3nnc(SCC(=O)Nc4ccc(NC(C)=O)cc4)n3n2)c1
→ -7	-0.2	-2	-8	-5	6	0	1	-8	-3.1
11	Cc1cc(SCC(=O)OCC(=O)NCC2CCCO2)c(C)cc1Br (configuration not stated)
→ -7	-0.1	-2	-2	-2	11	5	-4	-3	-0.1
12	N=C(N)SCc1ccc(Cl)cc1Cl
→ -1	0.4	0	-6	-1	0	-7	-1	16	-2.7
13	CCOc1ccc(NC(=O)CSc2nnc(C3CC3)n2C2CC2)cc1
→ -1	1.4	3	-7	1	15	-1	11	-8	0.2
14	Cc1sc2ncnc(NCC(c3ccco3)N(C)C)c2c1C (configuration not stated)
→ 3	-1.7	3	-5	0	x	0	-6	4	-0.9
15	Fc1ccc(NC(=S)Nc2cccc(Cl)c2)cc1
→ 3	1.2	-2	3	1	7	-3	-1	x	-2.0
16	CCOC(=O)c1cc2occc2n1CC(=O)NCCOC
→ -2	-0.1	0	1	x	5	4	-2	-5	-2.2
17	CC12CCC(=O)N1c1ccccc1C(=O)N2c1ccccc1 (configuration not stated)
→ -1	3.7	1	-1	x	12	2	-6	x	-2.5
18	Cc1cccc(-c2nsc(SCC(=O)N3CCCC3)n2)c1
→ -10	0.3	-4	4	29	89*	-2	-5	-4	-1.1
19	O=C(C1CCN(S(=O)(=O)c2ccc(-n3cnnn3)cc2)CC1)N1CCCCC1
→ 4	0.2	0	6	-2	-10	-6	x	-5	0.6
20	O=C(Nc1ccc2sccc2c1)c1ccc(Cl)s1
→ -3	1.5	-3	-4	23	46	-8	-4	9	-0.2
21	O=C(c1ccc(Cl)c([N+](=O)[O-])c1)N(Cc1ccccc1)C1CCS(=O)(=O)C1 (configuration not stated)
→ -5	-0.9	4	3	-3	-5	5	0	2	0.0
22	CCOC(=O)N1CCN(Cc2nc3c(c(=O)n(C)c(=O)n3C)n2Cc2ccc(F)cc2)CC1
→ -9	-0.4	-3	-6	0	x	2	-7	-3	0.2
23	O=C(COc1ccccc1)NC(=S)Nc1cccc2cc(O)ccc12
→ -2	1.5	-2	1	0	-3	-4	-4	7	-0.5
24	COc1ccc(N2C(C)=CS/C2=C(/C#N)c2nnc(N3CCOCC3)n2-c2ccccc2)cc1
→ -5	-1.0	-2	-9	x	0	1	-5	5	0.1
25	CC(C)N1CCC(N2CCN(C3CCCCCC3)CC2CCO)CC1 (configuration not stated)
→ -5	-3.8	x	-1	-1	1	1	1	x	-2.6
26	COC(=O)C1=CN(CC2CCCO2)C=C(C(=O)OC)C1c1cc(OC)c(OC)c(OC)c1 (configuration not stated)
→ 0	-1.3	-3	-12	1	x	-3	0	x	-0.9
27	CCOc1cc(CNCc2ccccc2)ccc1OCc1ccc(Cl)cc1
→ -9	0.9	0	-1	1	-16	-2	0	-7	-1.9
28	C=CCN(Cc1nc(-c2ccccc2)no1)C(=O)c1ccco1
→ 1	-0.6	-2	-12	12	4	-4	2	-1	-0.6
29	COc1ccc(Cl)cc1NC(=S)NCc1cccnc1
→ -11	1.0	-4	u	3	-4	10	x	-4	-0.5
30	Cc1cccc(NS(=O)(=O)c2nnc(NC(=O)c3cccc(C)c3)s2)c1
→ -8	-4.2	-2	1	0	-9	-6	-1	7	0.1
31	CC(=O)Oc1ccc2oc(=O)c3c(c2c1)CCCN3C(=O)CN1CCN(c2ncccn2)CC1
→ -4	0.3	-4	7	-3	x	-1	-12	-5	-0.4
32	O=C(NN=C(Cc1ccccc1)Cc1ccccc1)c1ccc(F)cc1
→ 0	1.9	-2	-1	23	30	6	-8	0	-3.1
33	COc1ccc(OCCC(=O)OCC(=O)NCCC2=CCCCC2)cc1
→ 1	-0.3	4	10	1	2	-1	-2	7	-0.5
34	Cc1ccc(CS(=O)Cc2ccc(C(=O)NC3CCC(C)CC3)o2)cc1 (configuration not stated)
→ -6	-1.8	-3	0	-1	-4	-4	3	5	-2.5
35	O=S(=O)(c1cccs1)N1CCc2ccccc2C1
→ 2	0.1	0	7	x	-7	1	-7	-4	-0.8
36	C/C(=N\NC(=O)c1nnn(-c2nonc2N)c1CSc1ccc(C)cc1)c1ccco1
→ 18*	1.7	1	2	4	0	-3	0	-1	-2.7
37	CCn1c(SCC(=O)Nc2cccc(O)c2)nc2c1c(=O)n(C)c(=O)n2C
→ -4	2.3	-1	11	0	-7	-3	x	5	-1.7
38	O=C(C1=C(O)C(=O)N(CC2CCCO2)C1c1ccccc1Cl)c1ccco1 (configuration not stated)
→ -4	1.1	9	-4	-1	-1	-2	1	-5	0.7
39	CCn1c(SCC(=O)Nc2cccc(C)c2)nc2ccccc2c1=O
→ -1	-0.5	-1	2	-1	-3	-2	-7	-5	-1.6
40	CSCCC(NC(=O)c1cccc(C)c1)C(=O)Nc1sccc1C(N)=O (configuration not stated)
→ -4	2.0	0	3	0	-3	-3	-2	10	-2.4
41	Cc1ccc2cccc(OCC(=O)Nc3ccc4c(c3)OCO4)c2n1
→ x	-0.1	-3	-2	0	6	5	-5	0	-4.4
42	Cc1cccc(NC(=O)CN2C(=O)c3ccccc3S2(=O)=O)n1
→ 1	0.8	-3	-7	1	-7	-2	1	-7	-2.1
43	O=C(OCC(=O)N1CCN(C(=O)c2ccco2)CC1)c1cc(=O)c2ccccc2o1
→ -4	-1.7	7	-3	x	4	-1	1	-6	-1.4
44	O=C1c2ccccc2N2C(=O)c3ccccc3C2N1Cc1ccccc1 (configuration not stated)
→ -16	-1.4	1	1	1	-10	1	-1	4	-1.3
45	Cc1ccc(S(=O)(=O)NNC(=O)C(=O)NNS(=O)(=O)c2ccc(C)cc2)cc1
→ -7	0.4	-1	-8	0	8	-1	-2	-2	-2.7
46	CC(=O)Nc1ccc(S(=O)(=O)N(C)Cc2ccccc2)cc1
→ -2	0.4	-2	-2	-3	1	-2	-5	1	-2.5
47	Cc1ccc(NC(=O)CN(C)C(=O)c2cc(C)on2)cc1
→ -3	-2.9	0	-17	-1	1	-2	-6	-8	0.1
48	N#C/C(=C(/O)CCl)c1nc2c(s1)CCc1ccccc1-2
→ -5	10	2	-6	10	-4	-7	-1	24	-0.7
49	Cc1cc(N)n2ncc(-c3ccc(F)cc3)c2n1
→ -3	-1.5	-1	4	x	73	-4	1	-2	-2.3
50	C[n+]1c2n(c3ccccc31)N=C(c1ccc(-c3ccccc3)cc1)CS2
→ -31	-0.3	0	17	6	-80	2	-3	22	-4.6
51	Cc1ccc(NC(=O)c2ccc(NCc3ccc(F)cc3)nc2)cc1
→ -10	-1.7	0	7	-1	0	0	-5	-2	1.2
52	Cc1ccc(-c2nn(C)c(=O)c3ccccc23)cc1CNC(=O)c1ccco1
→ -21	-0.3	2	1	x	4	1	-5	27	-3.8
53	COc1cc(C(=O)NC(=S)Nc2csc(-c3ccc(F)cc3)n2)cc(OC)c1OC
→ -1	1.9	-2	-6	1	0	0	-1	2	0.8
54	COc1ccc(S(=O)(=O)NCCSCc2ccco2)cc1Cl
→ -6	-0.1	-1	u	-1	-3	-1	-1	6	0.6
55	CC(C)(C)c1ccc(-c2cn(-c3ccc(Br)cc3)c3[n+]2CCCS3)cc1
→ -11	0.1	-3	17	-24	-89	-3	1	10	-1.8
56	Cc1ccc(NC(=O)C2CC(=O)n3c(nc4ccccc43)N2)cc1Cl (configuration not stated)
→ 31*	-0.7	-1	-5	-4	-7	3	x	-1	-1.6
57	COc1cc(NC(=O)c2ccccc2)c(OC)cc1NC(=O)Cc1ccc(C)cc1
→ -11	0.9	2	-5	0	-24	-3	-4	-2	1.0
58	O=C(COC(=O)c1ccc2c(c1)OCCO2)NCc1ccccc1Cl
→ -2	-1.3	2	-1	-3	4	5	-2	0	0.3
59	O=C(Cn1cc(/C=N/O)c2ccccc21)N1CCOCC1
→ 6	-0.2	-16	-1	4	-6	-1	1	5	-1.1
60	C/C(=N\NC(=O)c1nnn(-c2nonc2N)c1-c1cccs1)c1cccnc1
→ 5	2.3	2	4	-3	-1	-5	-3	-1	-2.8

More structures follow.
Screens in order – dFosB act	CDK5 inh	V-ATPase pHluor	Tat export inh	Wnt act	MITF act	RTF Ca sens act	CAL PDZ FP-1	Rtt109 HAT inh	CAL PDZ FP-2
61	COc1cccc2c(C)cc(N3CCCCCC3)nc12
→ -2	0.9	1	4	-2	x	3	-2	5	-0.3
62	Nc1nc(SCc2ccc(Cl)cc2)[nH]c(=O)c1-c1ccccc1
→ -10	-0.4	3	-1	2	16	-5	-5	5	-1.8
63	COc1ccc(OC)c(/C=N/NC(=O)C(=O)N/N=C/c2cc(OC)ccc2OC)c1
→ -3	-2.4	-4	-4	0	5	-7	x	4	0.0
64	CN(C)/C=N/c1cc(=O)n(C)c(=O)n1CC1CC1
→ 1	1.6	3	-8	-1	3	3	-2	1	1.0
65	CN(CC(=O)Nc1cccc(F)c1)C(=O)c1cccc(-n2cccc2)c1
→ -19	1.2	-2	-2	-3	-6	-9	-5	3	-3.4
66	CC(=O)N1N=C(c2ccc(Cl)cc2)CC1c1ccc([N+](=O)[O-])cc1 (configuration not stated)
→ -9	1.4	6	3	0	x	-9	-2	2	-1.2
67	COC(=O)c1sccc1NC(=S)NCc1ccc(Cl)cc1
→ -2	-0.9	-5	4	-3	2	6	5	3	0.0
68	CCc1ccc(NC(=O)C2CC(=O)N=C(N)S2)cc1 (configuration not stated)
→ 3	1.7	3	0	-4	10	1	-2	3	0.0
